GSK3B inh: human GSK3beta kinase inhibitors, primary screen, biochemical, cell-free homogeneous, HTS; Glycogen synthase kinase-3 beta (Homo sapiens), P49841; GST-GSK3beta kinase, ADP-Glo luminescence, 60 min; hits give low values; activity score (negative = inhibition), % at 10 µM; hit rate 0.038% among 300,000;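 active = more than half of replicate wells score below -50%, meaning over 50% inhibition versus plate controls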;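 also: 0% = median DMSO wells and -100% = median GW8510 positive control wells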
Target sequence (P49841 whole entry, looked up): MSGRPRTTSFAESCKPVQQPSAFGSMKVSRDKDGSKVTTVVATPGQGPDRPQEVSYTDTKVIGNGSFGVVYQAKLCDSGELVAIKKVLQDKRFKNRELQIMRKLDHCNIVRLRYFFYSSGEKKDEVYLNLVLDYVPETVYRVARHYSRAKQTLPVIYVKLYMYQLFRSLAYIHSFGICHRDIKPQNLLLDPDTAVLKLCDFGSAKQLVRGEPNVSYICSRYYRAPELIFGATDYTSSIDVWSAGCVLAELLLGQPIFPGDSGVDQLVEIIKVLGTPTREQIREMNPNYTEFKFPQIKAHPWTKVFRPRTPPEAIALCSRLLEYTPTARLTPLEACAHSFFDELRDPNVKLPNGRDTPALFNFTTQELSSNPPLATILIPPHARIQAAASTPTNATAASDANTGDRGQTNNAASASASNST
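Test system – GST-tagged human GSK3beta kinase, cell-free · Incubation – 60 min enzyme reaction, room temperature · Signal – ADP-Glo luminescence · Also added – peptide substrate and ATP at 25 µM · Controls – DMSO neutral wells and GW8510 at 20 µM as positive · Buffer or medium – Tris/MgCl2 kinase buffer · Measure – Luminescence-derived activity versus plate DMSO and GW8510 wells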
aSyn 5UTR inh: MLPCN primary screen, SNCA 5' untranslated region | alpha-synuclein 5'UTR reporter, inhibitor activity | inhibition, % (tested at 7.5 µM) | hit rate 0.82% among 300,000 | AID 1813, 2009; in the data active = inhibition above about 60%;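 also: H4 neuroglioblastoma cells stably carrying SNCA 5'UTR luciferase fusion; 0% = DMSO wells and 100% = positive control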
HIF act: HIF pathway transcriptional activators, primary screen, cell-based, U2OS HRE-luciferase, luminescence; U2OS HRE-luciferase reporter; normalized: DMSO 0%, desferrioxamine 100%; activation, % at 7.5 µM (by protocol); hit rate 0.32% among 300,000;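 active = mean activation of at least 10% of the iron chelator positive control signal, with at least half of replicates also reaching 10%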
HSF1 inh: HSF1 inhibitors in luciferase reporter cells, primary screen, cell-based, NIH3T3, luminescence; NIH3T3-HGL HSE-luciferase, MG132-induced, luminescence 8 h; hits give low values; activity change, negative = inhibition, % at 7.5 µM (by protocol); hit rate 0.77% among 300,000; AID 2098, 2009;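 active = more than half of replicate wells show activity change below -50%, luminescence cut by over half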;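 also: luciferase reports HSF-1 transcriptional activity via heat shock element; 0% = median of DMSO wells and -100% = zero luminescence signal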
HSF1 activator: HSF-1 activators, primary screen, NIH3T3-HGL cells, MG132 stress, luminescence, single point. hit rate 1.7% among 300,000. activation, % at 9 µM. NIH3T3-HGL HSF-1 luciferase reporter, 8 h; 100% = twice DMSO control signal;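 active = mean replicate activation of at least 50% with a set share of replicates each reaching 50%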;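 also: 0% = median of the neutral control wells and 100% = twice that signal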
AI-2 QS modul: Vibrio harveyi AI-2 quorum sensing modulators, primary screen, JMH597 strain, luminescence/OD600 ratio; Vibrio harveyi JMH597 AI-2 luminescence/OD600 ratio, 9 h; hits give low values; strain lacks LuxN and CqsS sensors; 0 = neutral-control median; activity change, % at 7.5 µM; hit rate 0.4% among 300,000; AID 2094, 2009; in the data active = activity change below about -75%, passing the limit was not always enough;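 also: luminescence divided by OD600 gain over 9 h not by final OD600 alone; inactives centre near 13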
IEC-6 tox: cytotoxicity in IEC-6 intestinal epithelial cells, primary screen, cytotoxicity control for KLF5 inhibitor project, cell-based, luminescence. AID 1825, 2009. hit rate 0.78% among 290,000. inhibition, % at 5 µM. IEC-6 cytotoxicity, luminescence viability; in the data active = inhibition above about 22%;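 also: 0% = plate median of test compound wells and 100% = cytotoxic reference compound wells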
HSP90 refold inh: HSP90 inhibitors, primary screen, cell lysate, luminescence; inhibition, % at 5.6 µM; Rabbit reticulocyte lysate, luciferase refolding luminescence, 3 h; Heat shock protein HSP 90 (rabbit reticulocyte lysate; luciferase refolding); hit rate 0.91% among 290,000;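 active = inhibition above the screen-wide mean plus 3 SD, computed separately per campaign, cut at about 16% in these data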;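 also: 0% = DMSO wells and 100% = 60 µM geldanamycin wells; inhibitors lower the luminescence because luciferase stays unfolded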
GSK3A inh: blockers of GSK3A enzyme activity – biochemical, luminescence, cell-free homogeneous, HTS, primary screen | GSK-3 alpha kinase, ADP-Glo luminescence, 60 min | inhibition, % at 10 µM | hit rate 0.1% among 320,000 | AID 2650, 2010;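 in the data active = inhibition above about 50%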;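 also: GST-tagged GSK-3 alpha with peptide substrate and 25 µM ATP; 0% = DMSO neutral wells and 100% = GW8510 positive control wells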
KLF5 inh: KLF5 expression inhibitors, primary screen, DLD-1 cells, luminescence | hit rate 0.23% among 290,000 | inhibition, % at 5 µM | DLD-1 KLF5 promoter-luciferase reporter | AID 1700, 2009;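 active = inhibition above a per-plate limit of that plate's mean compound inhibition plus 3 SD, cut at about 60% in these data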;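 also: 0% = DMSO wells and 100% = LY294002 at 200 µM; higher means less KLF5 promoter-driven luciferase light; inactives centre near -14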
* marks the source's active call; other numbers are inactive results; . = not tested or not shown; & = joins results of further samples.

nr	smiles	HSF1 inh	IEC-6 tox	KLF5 inh	aSyn 5UTR inh	GSK3A inh	AI-2 QS modul	HIF act	HSF1 activator	GSK3B inh	HSP90 refold inh
1	CC12CCC(CC1)C(C)(C)O2	-9	.	.	19	-1	19	-0.4	0	2	.
2	CCC(C)n1ncn(-c2ccc(N3CCN(c4ccc(OCC5COC(Cn6cncn6)(c6ccc(Cl)cc6Cl)O5)cc4)CC3)cc2)c1=O (centres undefined)	7	4	-33	100*	-2	12	-0.3	4	1	1
3	CN1CCN(CCC(=O)N2c3ccccc3Sc3ccc(C(F)(F)F)cc32)CC1	-11	16	-12	-28	1	-6	.	12	-6	7
4	O=C(CCN1CCC(c2ccccc2)C1)c1ccc2c(c1)OCCO2 (centres undefined)	-5	0	-44	-4	.	4	-0.1	-3	-2	16
5	CC[n+]1c(C)sc2cc(OC)ccc21	-2	6	-10	-5	-1	28	-0.2	-15	-3	4
6	C/C=C(/C)C(=O)O[C@@H]1c2c(ccc3ccc(=O)oc23)OC(C)(C)[C@@H]1OC(=O)/C(C)=C\C	13	-6	-26	2	-3	11	-2.0	-1	3	-3
7	COc1ccc(C(=O)NCc2ccc(OCCN(C)C)cc2)cc1OC	6	.	.	0	-1	14	-0.2	-10	1	.
8	COC(=O)c1ccc(O)cc1	6	-6	-28	9	.	-5	-18	-5	-1	-2

(listing goes on)
nr	smiles	HSF1 inh	IEC-6 tox	KLF5 inh	aSyn 5UTR inh	GSK3A inh	AI-2 QS modul	HIF act	HSF1 activator	GSK3B inh	HSP90 refold inh
9	CC(COc1ccccc1)NC(C)C(O)c1ccc(O)cc1 (centres undefined)	-1	10	-20	10	1	15	0.4	3	-3	-1
10	CC(=O)NC(Cc1ccccc1)C(=O)O (centres undefined)	1	0	-22	7	-4	2	0.2	8	-2	0
11	Cc1ccc(CN2CCN(Cc3cccc4nccnc34)CC2CCO)cc1 (centres undefined)	-1	-1	6	-8	-4	14	0.1	-19	-1	-4
12	COc1ccc(/C=C/C(=O)Nc2ccccc2C(=O)O)cc1OC	-56*	0&2	35&50	16	-1	25	-2.8	-59	3	72*
13	CC[N+](C)(CC)CCOC(=O)C(O)(c1ccccc1)C1CCCCC1 (centres undefined)	-7	1	-25	1	-2	12	-0.1	7	2	3
14	NC(=O)c1cn(Cc2c(F)cccc2F)nn1	-3	.	.	20	-1	4	0.1	-2	-2	.
15	C=CC1=C(C(=O)O)N2C(=O)[C@@H](NC(=O)/C(=N\O)c3csc(N)n3)[C@H]2SC1 (stereo in doubt)	3	.	.	14	-2	26	-0.1	-5	-1	.
16	O=C(NCCc1c[nH]c2ccccc12)c1cccnc1	2	-3	-59	-67	-5	18	1.2	15	2	-1

Random excerpt: 2 records from the list.
nr	smiles	HSF1 inh	IEC-6 tox	KLF5 inh	aSyn 5UTR inh	GSK3A inh	AI-2 QS modul	HIF act	HSF1 activator	GSK3B inh	HSP90 refold inh
10	CC(=O)NC(Cc1ccccc1)C(=O)O (centres undefined)	1	0	-22	7	-4	2	0.2	8	-2	0
11	Cc1ccc(CN2CCN(Cc3cccc4nccnc34)CC2CCO)cc1 (centres undefined)	-1	-1	6	-8	-4	14	0.1	-19	-1	-4

Going on with the list:
nr	smiles	HSF1 inh	IEC-6 tox	KLF5 inh	aSyn 5UTR inh	GSK3A inh	AI-2 QS modul	HIF act	HSF1 activator	GSK3B inh	HSP90 refold inh
17	CCc1cc(=O)oc2c(CNC(Cc3ccccc3)C(=O)O)c(O)ccc12 (centres undefined)	-5	3	-23	2	1	38	1.0	-8	-1	-5
18	CCOc1ccc(NC(=O)Cn2cc(C(=O)c3ccco3)c3ccccc32)cc1	-3	1	-11	16	-1	.	-0.2	14	.	5
19	CCOc1ccc(C(=O)OCCN(CC)CC)cc1	4	7	-3	0	0	-1	0.8	-4	-4	4
20	CCN(CC)CCOC(=O)C1(c2ccccc2)CCCC1	-8	0	-13	12	-2	-3	-0.2	-18	1	0
21	Cn1c(=O)c2c(ncn2CC2OCCO2)n(C)c1=O	-6	-4	-18	11	-1	17	1.6	1	1	4
22	CC1(C)Cc2c(sc(NC(=S)NC(=O)c3ccccc3)c2C(=O)O)CO1	-6	0	-35	-44	-4	13	0.1	5	4	5
23	OC(C#CCN1CCCC1)(c1ccccc1)c1ccccc1	-6	-4	-38	-42	1	14	0.2	-7	3	-4
24	COc1cc2c(c(OC)c1OC)-c1c(cc3c(c1OC)OCO3)[C@@H](OC(C)=O)[C@H](C)[C@H](C)C2	8	.	.	4	1	17	1.0	7	4	.

Sorted by value in HSP90 refold inh (largest number first): some entries from above
cpd	mol	HSF1 inh	KLF5 inh	aSyn 5UTR inh	GSK3A inh	AI-2 QS modul	HSF1 activator	GSK3B inh	HSP90 refold inh
19	CCOc1ccc(C(=O)OCCN(CC)CC)cc1	4	-3	0	0	-1	-4	-4	4
23	OC(C#CCN1CCCC1)(c1ccccc1)c1ccccc1	-6	-38	-42	1	14	-7	3	-4
17	CCc1cc(=O)oc2c(CNC(Cc3ccccc3)C(=O)O)c(O)ccc12 (centres undefined)	-5	-23	2	1	38	-8	-1	-5

From no. 23 to 24, as listed above:
nr	smiles	HSF1 inh	IEC-6 tox	KLF5 inh	aSyn 5UTR inh	GSK3A inh	AI-2 QS modul	HIF act	HSF1 activator	GSK3B inh	HSP90 refold inh
23	OC(C#CCN1CCCC1)(c1ccccc1)c1ccccc1	-6	-4	-38	-42	1	14	0.2	-7	3	-4
24	COc1cc2c(c(OC)c1OC)-c1c(cc3c(c1OC)OCO3)[C@@H](OC(C)=O)[C@H](C)[C@H](C)C2	8	.	.	4	1	17	1.0	7	4	.

From PubChem BioAssay

These rows are one share of the data; the hit share may differ from the screen's.
